# High-throughput results: PubChem, several laboratories
# PPARg SRC-1 ag: promotes SRC-1 coactivator recruitment by human PPARgamma. activation, % at 8 µM. AID 631. 0.41% of 200,000 active. P37231. PPARgamma-SRC-1 coactivator recruitment biochemical assay; in the data active = activation above about 19%;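 note: 0% = DMSO and 100% = reference agonist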
# Target sequence (P37231 whole entry, looked up): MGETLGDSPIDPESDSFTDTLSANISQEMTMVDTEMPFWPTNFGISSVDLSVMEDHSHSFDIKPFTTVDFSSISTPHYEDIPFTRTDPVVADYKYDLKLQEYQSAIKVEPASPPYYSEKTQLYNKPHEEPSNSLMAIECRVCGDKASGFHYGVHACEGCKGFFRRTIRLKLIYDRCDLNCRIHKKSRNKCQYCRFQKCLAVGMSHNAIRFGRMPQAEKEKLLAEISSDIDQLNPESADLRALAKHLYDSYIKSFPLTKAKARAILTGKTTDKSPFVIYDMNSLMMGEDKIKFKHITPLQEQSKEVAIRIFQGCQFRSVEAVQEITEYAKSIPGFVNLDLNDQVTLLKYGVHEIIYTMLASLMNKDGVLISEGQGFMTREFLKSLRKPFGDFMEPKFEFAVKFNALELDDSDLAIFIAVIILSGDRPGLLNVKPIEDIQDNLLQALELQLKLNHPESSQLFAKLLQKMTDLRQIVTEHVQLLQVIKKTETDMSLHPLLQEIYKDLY
# PPARg SRC3 recr: PPARgamma-driven SRC-3 recruitment agonism | P37231 | biochemical PPARgamma/SRC-3 coactivator recruitment assay | activation, % at 8 µM | 0.26% of 200,000 active | AID 731; in the data active = activation above about 23%;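 note: 0% = DMSO and 100% = reference agonist; some compounds past the cut are filed as inactive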
# STAT1 inh: reduces IFN-gamma driven STAT1 reporter signal | NIH 3T3 STAT1-luciferase reporter, luminescence | inhibition, % at 5.5 µM | 0.35% of 200,000 active;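 active = inhibition above a set limit, the mean inhibition across all tested compounds plus 3 SD, cut at about 34% in these data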;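 note: 0% = IFN-gamma with DMSO and 100% = IFN-gamma with 300 µM nifuroxazide; values of inactives mirror those of a sister screen read the other way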
# TR-FRET SRC-2 ct: counter-screen for PPARgamma SRC-2 recruitment agonists: TR-FRET artefact. 0.4% of 200,000 active. TR-FRET ratio at 8 µM. active compounds read high; in the data active = TR-FRET ratio above about 2000; note: inactives centre near 1500; reference of the scale not given here
# S1P3 antag: blocks the human S1P3 receptor; Q99500; CHO S1P3 NFAT-BLA reporter, FRET fluorescence, antagonist mode; inhibition, % at 4.98 µM; 0.27% of 170,000 active;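 active = inhibition above the plate cutoff, the mean inhibition of test wells on that plate plus 3 SD, cut at about 28% in these data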;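 note: cells challenged with S1P at its EC80 of 0.8 µM; blue over green emission ratio from cleaved BLA substrate after 4 h stimulation; 0% = S1P-stimulated wells and 100% = unstimulated DMSO-only wells; some compounds past the cut are filed as inactive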
# Target sequence (Q99500 whole entry, looked up): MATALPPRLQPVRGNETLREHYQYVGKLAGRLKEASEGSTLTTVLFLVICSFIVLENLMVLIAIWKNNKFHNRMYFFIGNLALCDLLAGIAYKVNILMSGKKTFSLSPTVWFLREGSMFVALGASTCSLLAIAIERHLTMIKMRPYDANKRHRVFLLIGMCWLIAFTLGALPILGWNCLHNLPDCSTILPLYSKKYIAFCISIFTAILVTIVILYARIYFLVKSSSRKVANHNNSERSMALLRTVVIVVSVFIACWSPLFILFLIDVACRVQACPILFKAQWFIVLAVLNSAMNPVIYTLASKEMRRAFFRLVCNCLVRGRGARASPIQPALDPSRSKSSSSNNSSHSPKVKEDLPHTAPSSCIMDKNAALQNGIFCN
# TLR4-MyD88 BLA: blocks binding of human TLR4 to MyD88. HeLa CL3-4 TLR4/MyD88 BLA complementation, FRET ratio. 0.18% of 200,000 active. AID 861. O00206+Q99836. inhibition, % at 8.4 µM; in the data active = inhibition above about 25%;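 note: 0% = vehicle and 100% = reference inhibitor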
# STAT3 activator: STAT3 signaling activation; U3A cells, IL-6 STAT3-luciferase reporter, luminescence; 100% = signal with IL-6 EC80 alone; activation (% of control), % at 5.6 µM; 0.91% of 190,000 active;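 active = activation above the screen-wide mean of compound activation plus 3 SD, cut at about 130% in these data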;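 note: 0% = background luminescence of wells with medium and substrate only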
#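 Material: human U3A cells carrying STAT3-luciferase construct. Measured by: reporter luminescence signal. Timing: compound 1 h, then IL-6 6 h at 37 °C.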
# PPARg SRC-2 ag: PPARgamma-driven SRC-2 recruitment agonism | activation, % at 8 µM | PPARgamma LBD-SRC-2 recruitment, biochemical | AID 1032 | P37231 | 0.34% of 200,000 active; in the data active = activation above about 22%;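 note: 0% = vehicle and 100% = reference agonist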
# ROMK primary: human ROMK K+ channel modulation, primary screen; P48048; Tet-inducible ROMK, thallium flux fluorescence; actives lie on both sides; B-score at 10 µM; 2% of 130,000 active;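 active = signal ratio slope over the read window, or its plate-corrected B-score, at least 3 SD from the plate mean, either direction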;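 note: B-score of the F/F0 ratio slope over 7 to 12 s after thallium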
# STAT3 inh: reduces IL-6 driven STAT3 reporter signal; 0.89% of 190,000 active; AID 862; inhibition, % at 5.5 µM; U3A cells, IL-6 STAT3-luciferase reporter, luminescence; host cell line lacks STAT1;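 active = inhibition above the mean inhibition across all screened compounds plus 3 SD, cut at about 44% in these data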;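 note: 0% = DMSO only wells and 100% = 100 µM nifuroxazide control wells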
# RAM inhibit: yeast RAM network inhibition; S. cerevisiae dse1pr::URA3 reporter, 5-FOA growth OD615, 2 d; analog-sensitive cbk1-as2 kinase mutant strain; inhibition, % at 50 µM; 1.8% of 190,000 active; AID 868;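 active = inhibition above a set limit, 3 SD over mean compound inhibition, cut at about 8.4% in these data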;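 note: 0% = DMSO-only wells with no growth and 100% = 10 µM 1-NA-PP1 full growth; inhibition rescues growth on 5-FOA so higher OD means more RAM inhibition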
# * = called active by the depositor; x = no result given. Hits appear at their usual frequency. About 5.6% of those tested had a hit in this group.
Compound | PPARg SRC-1 ag | PPARg SRC3 recr | STAT1 inh | TR-FRET SRC-2 ct | S1P3 antag | TLR4-MyD88 BLA | STAT3 activator | PPARg SRC-2 ag | ROMK primary | STAT3 inh | RAM inhibit
CCc1c(C)c(C#N)c2nc3ccccc3n2c1NCc1ccco1 | 5 | 4 | -1 | 1538 | x | -4 | 99 | 2 | -1.1 | 9 | 0.1
CCn1c(=O)cc(SCC(=O)Nc2cc(OC)c(OC)c(OC)c2)c2ccccc21 | 39* | 42* | 11 | 2483* | x | -11 | 82 | 55* | x | 25 | 0.5
O=C(CSc1nnc(-c2cccs2)n1-c1ccccc1)N1CCCc2ccccc21 | 6 | 12 | 0 | 1805 | x | -3 | 102 | 8 | -1.6 | -2 | -1.1
NC(=O)c1cnn(C2CCS(=O)(=O)C2)c1 (stereo unspecified) | -4 | -1 | 5 | 1417 | -9 | 7 | 104 | 2 | 0.86 | 8 | 1.3
COc1ccc(C(=O)Nc2ccc(NC(=O)c3cccs3)c(OC)c2)cc1Cl | 6 | -1 | 6 | 1589 | 9 | 11 | 71 | -3 | 1.7 | 36 | 4.9
Cc1ccc(C(=O)O)cc1NC(=S)NC(=O)c1ccc(-c2ccccc2)cc1 | 3 | 2 | -3 | 1677 | 2 | 13 | 100 | 4 | x | 4 | 4.2
O=C(COc1ncnc2sccc12)NC1CCCc2ccccc21 (stereo unspecified) | 4 | 0 | -2 | 1672 | -7 | -8 | 98 | 6 | x | 1 | 2.4
O=C(CN1C2=NCCN2c2ccccc21)c1ccc2c(c1)OCO2 | 0 | 13 | 3 | 1622 | 17 | -7 | 96 | 7 | x | 9 | -0.4
O=C(c1cc2nc(-c3ccc(F)cc3)cc(C(F)(F)F)n2n1)N1CCCC1 | -7 | -4 | 15 | 1488 | -29 | 7 | 88 | -11 | -0.73 | 17 | 1.8
Cc1ccc(NC(=O)COC(=O)C(CC(C)C)N2C(=O)C3CC=CCC3C2=O)c(C)c1 (stereo unspecified) | 1 | 4 | -1 | 1531 | 3 | -12 | 104 | 6 | x | -9 | 2.2
O=C(CCNS(=O)(=O)c1ccc(Br)s1)NCc1ccc(F)cc1 | -3 | -3 | -3 | 1540 | -12 | -9 | 101 | 5 | 0.81 | 1 | 3.7
O=C(COC(=O)c1ccc[nH]c1=O)NCCc1ccc(F)cc1 | 0 | -2 | -2 | 1474 | -6 | -7 | 99 | -1 | -0.038 | 2 | 0.3
O=C(/C=C/c1c(Cl)cccc1Cl)NCc1ccco1 | -3 | -3 | 0 | 1470 | -4 | -14 | 93 | -2 | 1.7* | 6 | 3.5
O=C(Nc1ccccc1F)NC1CC1 | 0 | -2 | 0 | 1367 | -14 | -14 | 103 | 5 | 0.06 | -4 | 0.1
O=C(CCCCCCCC(=O)c1ccccc1)c1ccccc1 | -5 | 4 | 5 | 1397 | -14 | -6 | 101 | 1 | 0.076 | 3 | 0.0
COc1ccc(C)cc1NC(=O)c1ccoc1C | -1 | 3 | -7 | 1529 | -52 | 1 | 87 | -2 | x | 22 | 2.6
Cc1ccc2c(c1)NC(=O)C(N1CCOCC1)(C(F)(F)F)O2 (stereo unspecified) | 1 | 6 | -2 | 1572 | 19 | 7 | 92 | -5 | 0.91 | 13 | 2.2
COc1ccc(CCNC(=O)CCSc2nc(-c3ccco3)cc(C(F)(F)F)n2)cc1OC | 3 | -1 | 7 | 1660 | -3 | -3 | 90 | 6 | x | 17 | 0.0
COC(=O)Nc1nc(-c2cc(Cl)ccc2Cl)cs1 | -3 | -1 | -1 | 1571 | -11 | 19 | 93 | 4 | 0.034 | 13 | 2.5
COc1cccc(/C=N/N2CCOCC2)c1O | 2 | 3 | -14 | 1534 | -18 | -2 | 94 | 7 | x | 3 | 2.7

# The final four records of the section before open the next one:
Compound | PPARg SRC-1 ag | PPARg SRC3 recr | STAT1 inh | TR-FRET SRC-2 ct | S1P3 antag | TLR4-MyD88 BLA | STAT3 activator | PPARg SRC-2 ag | ROMK primary | STAT3 inh | RAM inhibit
Cc1ccc2c(c1)NC(=O)C(N1CCOCC1)(C(F)(F)F)O2 (stereo unspecified) | 1 | 6 | -2 | 1572 | 19 | 7 | 92 | -5 | 0.91 | 13 | 2.2
COc1ccc(CCNC(=O)CCSc2nc(-c3ccco3)cc(C(F)(F)F)n2)cc1OC | 3 | -1 | 7 | 1660 | -3 | -3 | 90 | 6 | x | 17 | 0.0
COC(=O)Nc1nc(-c2cc(Cl)ccc2Cl)cs1 | -3 | -1 | -1 | 1571 | -11 | 19 | 93 | 4 | 0.034 | 13 | 2.5
COc1cccc(/C=N/N2CCOCC2)c1O | 2 | 3 | -14 | 1534 | -18 | -2 | 94 | 7 | x | 3 | 2.7
Cc1nn(-c2ccc(Cl)cc2)c2sc(C(=O)c3c(N)n(C)c(=O)n(C)c3=O)cc12 | 25* | -10 | 8 | 1492 | x | -6 | 117 | -3 | x | -10 | 2.6
COc1ccc(Cl)cc1NC(=S)NNC(=O)C1(C)CC1(Cl)Cl (stereo unspecified) | -1 | -1 | 3 | 1664 | -51 | 2 | 96 | -2 | -1.3 | 9 | 1.2
C=CCO/N=C(\C)c1c(O)c(C)c(-c2ccccc2)n(-c2ccccc2)c1=O | 7 | -6 | -11 | 1526 | x | 12 | 105 | -7 | 0.33 | -3 | 14*
O=C(CN1C(=O)C2CC=CCC2C1=O)NCC(=O)Nc1ccc(F)c(F)c1F (stereo unspecified) | -1 | 4 | 3 | 1681 | -28 | 6 | 104 | 2 | 0.46 | 0 | -0.4
CCn1ccc(C(=O)Nc2ccccc2Cl)n1 | 5 | 4 | -44 | 1448 | -19 | 6 | 87 | 5 | 0.68 | 19 | 0.5
O=C(O)C1CC(=O)N(c2ccc(OCc3ccccc3Cl)cc2)C1 (stereo unspecified) | 0 | 3 | 8 | 1556 | 17 | -1 | 102 | 14 | x | 2 | -1.1
CCc1cccc(NC(=O)CN2C(=O)NC3(CCCCCCC3)C2=O)c1 | -4 | 1 | -1 | 1449 | 1 | 11 | 126 | 0 | x | -25 | -0.2
Cc1cccn2c(=O)c3cc(C(=O)NCc4ccco4)c(=N)n(CCOCCO)c3nc12 | -8 | 10 | -3 | 1307 | -15 | -12 | 96 | -5 | -2.4 | 9 | 1.6
Fc1ccc(-c2nnc(CSc3nnc(-c4ccc5c(c4)OCO5)o3)o2)cc1 | -4 | -9 | -4 | 1364 | x | 0 | 102 | 0 | 0.33 | 5 | 3.5
CCCc1[nH]nc2c1C(c1ccc(OCCN3CCOCC3)c(OCC)c1)C(C#N)=C(N)O2 (stereo unspecified) | 5 | 1 | -4 | 1559 | -25 | -1 | 106 | 0 | -0.34 | -4 | 0.3
COc1ccc(CCC(C)Nc2ccc(F)cc2)cc1 (stereo unspecified) | -7 | 5 | 0 | 1572 | x | -11 | 99 | 5 | 0.097 | 8 | -1.2
CN(C)c1ccc(C(=O)/C=C/c2ccc(Br)cc2)cc1 | -4 | 2 | -24 | 1580 | 2 | 4 | 104 | 5 | 0.57 | -5 | 3.6
CCn1c(COc2ccccc2)nnc1SCC(=O)C(C)(C)C | 3 | 3 | 6 | 1575 | -38 | 6 | 103 | 4 | -0.71 | 0 | -0.7
COc1cc(NC(=O)C(=O)NNC(=O)C2CCCCC2)c(OC)cc1Cl | -1 | -2 | 2 | 1658 | -2 | -1 | 94 | -6 | 0.94 | 7 | 7.9
COc1ccccc1OCC(=O)NN1Cc2ccccc2C1=N | 0 | -9 | 5 | 1506 | x | 0 | 102 | -3 | 1.5 | -4 | 1.6
CC1CC1C(=O)OCC(=O)Nc1ccccc1Oc1ccccc1 (stereo unspecified) | 3 | 5 | 7 | 1706 | 0 | -28 | 103 | 9 | -0.085 | 5 | 7.0
CCOc1ccc(N2C(=O)CC(N)C2=O)cc1 (stereo unspecified) | 5 | -4 | 5 | 1512 | x | -6 | 100 | 1 | 0.29 | 3 | 1.9
Cc1cc(C)cc(N(C(=O)c2ccccn2)C(C(=O)NC2CCCCC2)c2cccs2)c1 (stereo unspecified) | 3 | -4 | 7 | 1710 | x | -1 | 96 | -3 | x | 14 | 1.7
Cc1ccc(N2NC(=O)/C(=C/c3ccc(-c4ccc(Cl)c(C(=O)O)c4)o3)C2=O)cc1 | 14 | 2 | 0 | 1793 | -28 | -7 | 103 | 8 | 0.85 | 1 | 2.0
Cc1ccc(-c2cc(C(F)F)n3ncc(C(=O)N4CCCCC4c4cccnc4)c3n2)cc1 (stereo unspecified) | 12 | 3 | 7 | 1786 | -7 | -13 | 90 | 6 | -0.4 | 14 | 3.4

Molecule	PPARg SRC-1 ag	PPARg SRC3 recr	STAT1 inh	TR-FRET SRC-2 ct	S1P3 antag	TLR4-MyD88 BLA	STAT3 activator	PPARg SRC-2 ag	ROMK primary	STAT3 inh	RAM inhibit
C[C@@H]1NC(=O)[C@H](CC(N)=O)NC(=O)c2cc([N+](=O)[O-])cc(I)c2OCC[C@@H](C(=O)NC(CC(=O)O)C(N)=O)NC1=O (stereo partly specified)	8	4	6	1704	-13	-7	100	21	-0.39	-3	4.1
COC(=O)[C@@H](NC(=O)NC(C)CCc1ccccc1)C(C)C (stereo partly specified)	5	22	3	1671	-25	-1	101	-2	0.32	2	-0.5
CCN(CC(=O)N1CCN(C)CC1)S(=O)(=O)c1ccc(Cl)cc1	4	4	1	1711	12	1	103	4	1	-2	-0.6
CC(C)(C)c1ccc(NC(=O)CSc2nnc(-c3n[nH]c4ccccc34)o2)cc1	12	4	-1	1676	-24	-2	93	13	x	11	5.8
CC(=O)NNC(=S)NC(=O)C(c1ccccc1)c1ccccc1	-6	-2	4	1364	-21	8	107	-3	-1.6	-4	-0.5
CCCN=C(N)/C(C(=O)OCC)=C(\O)c1ccc(OC)cc1	-5	-5	5	1426	10	-12	94	-1	x	9	0.1
CC(C)CNC(=S)N1CCN(c2nc3ccccc3s2)CC1	-4	1	3	1557	2	-6	73	4	-0.19	34	0.6
COc1cccc(C(=O)NC2CC3CCCC(C2)N3CC(=O)Nc2ccccc2)c1 (stereo unspecified)	0	-9	4	1509	-42	10	102	-1	1.3	0	1.4

Molecule	PPARg SRC-1 ag	PPARg SRC3 recr	STAT1 inh	TR-FRET SRC-2 ct	S1P3 antag	TLR4-MyD88 BLA	STAT3 activator	PPARg SRC-2 ag	ROMK primary	STAT3 inh	RAM inhibit
Cc1nc2ccc(NC(=O)c3ccco3)cc2nc1C	-7	0	-3	1329	-1	-14	96	1	1.3	8	0.1
COc1ccc2c(c1)NC(C)(C)C=C2C	6	4	-5	1903	-13	-8	101	2	0.7	5	0.7
N#CC1=C(N)Oc2c(O)cc3ccccc3c2C1c1ccsc1 (stereo unspecified)	4	2	6	1589	-3	-8	97	7	x	0	2.4
O=c1c2[nH]c3ccccc3c2ncn1CCN1CCOCC1	-1	-4	1	1331	0	-5	113	-7	1.2	-6	0.3
CCN(CC)S(=O)(=O)c1ccc(OC)c(NC(=S)Nc2cccc(C)c2)c1	-6	-2	-4	1646	-14	-4	104	4	-0.82	-5	3.3
CCOC(=O)c1c(NC(=O)COC)sc(C)c1C	5	0	0	1696	x	-3	92	9	-0.069	13	1.0
COc1cc(/C=N/NC(=O)c2ccoc2C)ccc1O	2	5	-42	1580	-8	11	88	6	x	13	0.5
